Screening data (PubChem BioAssay)
BoNT A protease: BoNT/A light chain protease inhibitors, primary screen, biochemical, flow cytometry, MLPCN library. multiplex microsphere protease substrate cleavage. Botulinum neurotoxin type A light chain protease (Clostridium botulinum A str. ATCC 3502). AID 588499, 2011. 360,000 tested, 0.17% active. inhibition, % at 10 µM; also: plate controls were buffer without enzyme for full effect and enzyme alone for no effect
CCHF vOTU inh: CCHFV vOTU protease inhibitors, primary screen, biochemical, Pep-AMC substrate, fluorescence; Crimean-Congo hemorrhagic fever virus L polyprotein viral ovarian tumor (vOTU) protease …; inhibition, % at 11.5 µM; 370,000 tested, 0.55% active; AID 651958, 2012; in the data active = inhibition above about 30%; also: 0% = vehicle wells with enzyme and 100% = no enzyme wells
DUSP3 inh: VHR1 phosphatase inhibitors, primary screen, biochemical, absorbance, uHTS | Dual specificity protein phosphatase 3 (Homo sapiens), P51452 | recombinant VHR phosphatase, pNPP absorbance | inhibition, % at 13.3 µM | 290,000 tested, 0.52% active | AID 1654, 2009; in the data active = inhibition above about 50%; also: some compounds called inactive have numbers as strong as hits
Target sequence (P51452 whole entry, looked up): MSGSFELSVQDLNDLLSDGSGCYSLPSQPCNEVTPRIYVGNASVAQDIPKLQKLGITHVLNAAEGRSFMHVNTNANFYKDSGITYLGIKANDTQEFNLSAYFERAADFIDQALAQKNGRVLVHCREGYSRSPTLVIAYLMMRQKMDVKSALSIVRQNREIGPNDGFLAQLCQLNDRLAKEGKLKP
PriA SSB inh: inhibitors of Klebsiella pneumoniae PriA binding to SSB C-terminal tail, primary screen, biochemical, AlphaScreen; PriA–SSB C-terminal tail interaction (Klebsiella pneumoniae); AlphaScreen SSBct-PriA binding, biotinylated peptide; inhibition, % at 33 µM; 430,000 tested, 0.6% active; AID 1272365, 2023; in the data active = inhibition mostly above about 37%, no sharp cut-off; inactive = mostly below about 20%;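 also: plate controls were negative control peptide for no effect and reference peptide for full effect; strong numbers were not always called active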
3CLpro inhibitor: SARS-CoV 3CLpro protease inhibitors, primary screen, biochemical, quenched FRET; recombinant SARS-CoV 3CLpro, quenched FRET peptide cleavage; inhibition, % at 6 µM; Replicase polyprotein 1ab (Severe acute respiratory syndrome coronavirus), P0C6X7; 290,000 tested, 0.14% active; in the data active = inhibition above about 12%
BH1578 lux ind: inducers of Vibrio cholerae quorum light production without autoinducers, primary screen, BH1578 luxS cqsA deficient, single point; V. cholerae BH1578 lux reporter, luminescence, 6 h; activation, % at 18.7 µM; 350,000 tested, 0.16% active; in the data active = activation mostly above about 9.7%, no sharp cut-off; also: not every result past the cut was called active; inactives centre near 0; reference of the scale not given here
PfHsp40 yeast: rescue of yeast from PfHsp40 toxicity, primary screen, S. cerevisiae, ATP luminescence | S. cerevisiae expressing PfHsp40, growth rescue | growth rescue, % at 12.5 µM | 340,000 tested, 0.68% active | AID 504582, 2011; in the data active = growth rescue above about 28%, passing the limit was not always enough;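 also: yeast W303a lacking pdr1 and pdr3 grown in galactose medium; growth measured after three days at 30 °C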
Anthrax LF inh2: Bacillus anthracis LF protease inhibitors, primary screen, biochemical, multiplex microsphere, MLPCN library; 360,000 tested, 0.12% active; AID 588501, 2011; inhibition, % at 10 µM; Lethal factor (Bacillus anthracis), P15917; multiplex microsphere protease cleavage assay; also: plate controls were buffer without enzyme for full effect and enzyme alone for no effect
Target sequence (P15917 whole entry, looked up): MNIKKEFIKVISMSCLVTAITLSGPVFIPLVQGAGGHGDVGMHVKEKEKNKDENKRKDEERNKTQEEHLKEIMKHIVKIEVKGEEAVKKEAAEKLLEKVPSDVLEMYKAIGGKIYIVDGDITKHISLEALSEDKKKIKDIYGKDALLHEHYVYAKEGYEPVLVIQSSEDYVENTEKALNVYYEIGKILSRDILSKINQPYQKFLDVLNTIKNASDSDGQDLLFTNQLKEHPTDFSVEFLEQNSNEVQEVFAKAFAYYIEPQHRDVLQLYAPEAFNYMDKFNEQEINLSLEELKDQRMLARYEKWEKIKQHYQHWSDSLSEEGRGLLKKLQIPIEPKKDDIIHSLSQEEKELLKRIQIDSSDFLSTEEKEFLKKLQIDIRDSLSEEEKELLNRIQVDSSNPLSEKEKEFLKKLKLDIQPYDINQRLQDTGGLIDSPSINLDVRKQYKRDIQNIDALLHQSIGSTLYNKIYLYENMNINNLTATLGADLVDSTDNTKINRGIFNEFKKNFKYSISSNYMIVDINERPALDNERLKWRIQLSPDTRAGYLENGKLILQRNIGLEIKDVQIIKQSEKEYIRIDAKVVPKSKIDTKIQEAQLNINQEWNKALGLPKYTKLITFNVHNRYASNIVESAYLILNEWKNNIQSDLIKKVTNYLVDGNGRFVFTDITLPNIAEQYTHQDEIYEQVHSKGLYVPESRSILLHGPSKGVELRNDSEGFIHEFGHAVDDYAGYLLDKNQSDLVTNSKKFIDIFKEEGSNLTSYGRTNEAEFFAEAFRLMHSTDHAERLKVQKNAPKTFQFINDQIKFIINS
TcdB inh: TcdB glycohydrolase inhibitors, primary screen, biochemical, single point, plate reader; 350,000 tested, 0.24% active; TcdB glycohydrolase enzymatic assay; inhibition, % at 9.99 µM; Toxin B (Clostridioides difficile), P18177; in the data active = inhibition above about 10%
Y pestis TopoI: Yersinia pestis topoisomerase I inhibitors, primary screen, biochemical, cleavage product accumulation, plate reader, single point. Y. pestis Topo-I cleavage product accumulation. DNA topoisomerase I (Yersinia pestis CO92). activity, % at 10 µM. AID 504884, 2011. 360,000 tested, 0.064% active; in the data active = activity above about 50%, passing the limit was not always enough; also: inactives centre near 2
Active calls of the source: *; i = inactive; / = not tested or not shown; & = joins results of further samples. Rule as the data show it, unless noted: active = inhibition above about 30%; inconclusive = no clear call, values can overlap the other calls; inactive = below that. This is a subset; the hit share may differ from the screen's.

SMILES	BoNT A protease	CCHF vOTU inh	DUSP3 inh	PriA SSB inh	3CLpro inhibitor	BH1578 lux ind	PfHsp40 yeast	Anthrax LF inh2	TcdB inh	Y pestis TopoI
CCOC(=O)CN(C)C(=O)CCc1nnc(-c2ccsc2)o1	-0.4	3	-9	-8	3	-2.1	-1.0	-3	1.5	4
CCc1ccc(CN(C)C(=O)C2CCC(=O)N(CC3CCCCC3)C2)cc1 (configuration not stated)	0.4	18	-11	-2	4	i	0.1	1	1.0	24
CC(C)(C)c1ccc(S(=O)(=O)Nc2ccc(Cc3ccncc3)cc2)cc1	0.0	-10	-4	0	2	-0.6	4.7	5	/	9
Cc1c(C(=O)N/N=C/c2cccnc2)sc(N)c1C#N	0.4	7	20	/	-2	1.6	0.6	-9	0.3	0
O=C(Nc1nnc(S(=O)(=O)N2CCOCC2)s1)c1ccccc1	0.0	11	9	0	-4	-0.2	-0.7	-7	5.3	3
CN(CC(=O)Nc1ccc(S(=O)(=O)N2CCCC2)cc1)Cc1ccc(Cl)c(Cl)c1	0.5	-1	0	-15	-3	-0.1	-0.5	-2	/	11
CCc1nc2ccccc2c(C(=O)OCC(=O)NC2CCCC2)c1C	0.3	15	/	-5	/	i	5.0	-2	3.5	7
CC(C)Cn1c(N)c(C(=O)COC(=O)c2cccc(F)c2)c(=O)n(C)c1=O	-0.8	10	5	-17	0	-1.7	1.0	-5	1.1	1
OC(COc1ccccc1)CN1C2=NCCCN2c2ccccc21 (configuration not stated)	-0.3	/	-2	-7	2	i	1.4	0	/	-2
CN(C(=O)c1ccc(NC(=O)Cc2ccc(NC(=O)C3CCCN(C(=O)CCc4ccccc4)C3)cc2)cc1)C1CC1 (configuration not stated)	-0.8	-2	/	-3	/	i	0.7	6	-0.5	39
Cc1cc(C(=O)NC2CCCc3ccccc32)c(C)o1 (configuration not stated)	0.1	9	27	-19	0	i	1.2	-2	/	8
Cc1cc(NC(=O)COC(=O)c2ccc(F)c(S(=O)(=O)N3CCOCC3)c2)no1	-0.1	19	31	-17	3	0.8	0.3	-1	/	1
CC(=NNC(=O)CSCC(=O)NN=C(C)c1ccccc1)c1ccccc1	-0.2	-10	/	-4	/	i	-0.7	0	-0.7	5
Nn1c(SCC(=O)Nc2ccc(S(N)(=O)=O)cc2)nnc1C(F)(F)F	-0.7	-5	-3	1	5	-0.6	-0.3	2	0.7	1
O=C(N/N=C/C(Cl)=C/c1ccc([N+](=O)[O-])cc1)C(=O)Nc1ccccc1C(=O)O	0.5	17	-3	i	3	-2.4	1.5	13	0.7	-5
O=C(CCOc1ccccc1)Nc1ccccc1F	1.8	/	-5	-4	-1	i	-0.5	3	/	-1
CC(=O)Nc1ccc(S(=O)(=O)N(C)CC(=O)OCCOc2cccc(C)c2)cc1	0.9	16	-7	-6	4	-0.1	0.5	0	1.7	12
Cc1ccc2nc(NC(=O)CCn3cccc3)sc2c1	-1.2	11	9	-1	2	-0.4	0.5	-3	0.1	1
COc1ccccc1C(=O)Nc1cccc(C(=O)c2ccccc2)c1	-5.3	-6	13	-29	1	-0.1	1.0	8	1.0	12
Cc1nn(Cc2ccccc2Cl)c(C)c1C(=O)NCC(c1cccs1)N1CCOCC1 (configuration not stated)	-2.6	0	/	-19	/	i	-0.2	8	1.5	20
O=C(Nc1ccccn1)C1CCN(S(=O)(=O)c2cccs2)CC1	-0.6	-16	49	-15	-5	-1.9	0.5	0	0.2	3
Cc1noc(C)c1C(=O)Nc1ccc(-c2nnc3n2CCCCC3)cc1	2.0	-12	/	5	/	0.0	-2.1	4	-0.2	0
Cc1cc(N2CCOCC2)nc2ccc(NC(=O)CCC(=O)N3CCN(c4ccccc4)CC3)cc12	-3.0	10	26	-12	-3	-0.2	-0.8	-5	0.4	19
COc1ccc(N2CCN(C(=O)CSc3nc4cc(OC)c(OC)cc4cc3C#N)CC2)cc1	0.1	25	13	2	/	-0.9	0.4	1	/	-4
O=C(NCc1ccc(F)cc1)C(=O)NCC1OCCN1S(=O)(=O)c1cc(F)ccc1F (configuration not stated)	0.6	3	/	/	/	-0.4	/	2	-1.0	-2
C[C@H]1CN([C@@H](C)CO)C(=O)c2cc(Br)cnc2O[C@@H]1CN(C)S(=O)(=O)c1ccccc1	-0.4	-3	/	/	/	-0.6	/	-1	0.5&-6.9	0
CC(C)NC(=O)C(=O)NCCCN1CCOCC1	-1.5	-6	-5	-2	-6	0.7	0.1	2	1.2	5
Cc1ccc(C(=O)/C=C/c2cc(Br)cc(Br)c2O)o1	-0.2	7	10	-2	-2	-0.5	-0.6	5	0.5	4
N#Cc1ccc(C2=NC(C(F)(F)F)(C(F)(F)F)c3c(n(Cc4ccco4)c(=O)[nH]c3=O)N2)cc1	-0.8	0	16	-2	0	-5.3	1.2	-2	/	-20
COc1ccc(N2Cc3ccccc3C2=NC(=O)c2cncc(Br)c2)cc1	-1.3	-1	17	-5	2	-0.4	-1.5	1	1.6	3
CCC(=NCCc1ccccc1)C1=C(O)CCC1=O	-0.4	4	30	-2	4	i	-0.2	7	/	-5
CCOc1ccc(NC(=O)CN(C)C(=O)CSCc2cccc(C)c2)cc1OCC	-1.7	-1	/	-4	/	-0.9	0.2	-2	1.2	-3
Cc1c(NC(=O)CCC(=O)N2CCOCC2)c(=O)n(-c2ccccc2)n1C	-0.7	0	9	4	4	-2.9	-0.1	-2	/	-8
COc1ccc(OCCNC(=O)c2ccccc2OCC(=O)N2CCCCC2)cc1	1.0	19	-5	-6	2	i	0.5	-2	/	-2
O=C(NCCCc1ccccc1)c1c(O)nc2sccn2c1=O	-4.8	0	/	1	/	i	178*	-3	-0.2	18
CSCCC(C(=O)Nc1c(C)cccc1C)N1CCN(c2ccc(F)cc2)CC1 (configuration not stated)	-0.8	2	/	/	/	/	/	-3	-3.5	/
CC(=O)c1ccc(S(=O)(=O)N2CCN(CC#N)CC2)cc1	-0.6	-5	-12	0	3	0.4	-0.8	0	-0.7	-1
O=C(Oc1ccc(/C=N/NC(=O)c2ccccn2)cc1)c1cccc(Br)c1	0.9	-11	0	/	0	-0.1	-1.0	-1	-0.2	0
CC(=O)c1coc2ccc(OCCN3CCCCC3)cc12	-1.7	-6	10	-12	-2	-0.6	-1.2	-3	0.2	6
CCOc1ccc(N=C2SC(C(=O)O)CC(=O)N2C)cc1 (configuration not stated)	-1.1	-5	17	-14	2	-0.2	-1.2	-7	/	11

Laid out differently: entries from further up
SMILES: CC(=O)c1coc2ccc(OCCN3CCCCC3)cc12
  BoNT A protease: -1.7
  CCHF vOTU inh: -6
  DUSP3 inh: 10
  PriA SSB inh: -12
  3CLpro inhibitor: -2
  BH1578 lux ind: -0.6
  PfHsp40 yeast: -1.2
  Anthrax LF inh2: -3
  TcdB inh: 0.2
  Y pestis TopoI: 6
SMILES: CC(C)NC(=O)C(=O)NCCCN1CCOCC1
  BoNT A protease: -1.5
  CCHF vOTU inh: -6
  DUSP3 inh: -5
  PriA SSB inh: -2
  3CLpro inhibitor: -6
  BH1578 lux ind: 0.7
  PfHsp40 yeast: 0.1
  Anthrax LF inh2: 2
  TcdB inh: 1.2
  Y pestis TopoI: 5
SMILES: O=C(Oc1ccc(/C=N/NC(=O)c2ccccn2)cc1)c1cccc(Br)c1
  BoNT A protease: 0.9
  CCHF vOTU inh: -11
  DUSP3 inh: 0
  PriA SSB inh: /
  3CLpro inhibitor: 0
  BH1578 lux ind: -0.1
  PfHsp40 yeast: -1.0
  Anthrax LF inh2: -1
  TcdB inh: -0.2
  Y pestis TopoI: 0

Continuation:
SMILES	BoNT A protease	CCHF vOTU inh	DUSP3 inh	PriA SSB inh	3CLpro inhibitor	BH1578 lux ind	PfHsp40 yeast	Anthrax LF inh2	TcdB inh	Y pestis TopoI
CCOc1ccc(NS(=O)(=O)c2csc(C(N)=O)c2)cc1	1.1	-9	23	-3	-1	-0.6	-2.0	-13	-0.6	3
CC1(c2nnc(Cc3ccccc3)o2)CC(c2ccccc2F)=NO1 (configuration not stated)	-1.2	15	/	-25	/	i	-1.0	-10	-0.7	13
Cc1nn(C(=O)c2ccco2)c(C)c1Sc1ccccc1	-1.7	3	10	-1	-2	i	-1.3	-4	/	-3
O=C(Cc1ccccc1)NCC(=O)OCc1cccc([N+](=O)[O-])c1	-2.3	6	-2	-17	3	-1.6	1.1	1	3.5	6
Cc1ccc(C(=O)C2CCN(CC(=O)NC3CCCC3)CC2)cc1	2.2	2	11	-10	8	i	0.3	5	-0.4	0
O=C(NCC(=O)N1CCN(c2ccccc2F)CC1)c1ccc(Br)o1	6.1	-14	/	-7	/	i	-0.1	3	2.7	-6
COC1=Cc2c(ccc3ccc(=O)oc23)OC1(C)C	-1.2	-1	22	-24	2	/	-0.7	10	/	14
COc1ccc(-n2ccc(=O)c(C(=O)O)n2)c(OC)c1	-1.3	-14	-2	3	-4	-0.5	/	-16	0.9	1
COc1ccc2oc(C(=O)OCC(=O)N(Cc3ccccc3)C(C)(C)C)c(C)c2c1	-3.8	-5	0	-10	4	i	6.7	0	1.1	10
CC(=O)Nc1ccc(S(=O)(=O)NCC2CCC(C(=O)NCCC(C)C)CC2)cc1 (configuration not stated)	0.3	5	21	-16	6	13	0.6	4	/	0
CCOC(=O)C(CC)(CCC(=O)O)c1csc(N)n1 (configuration not stated)	-0.4	-7	-21	-12	-2	-0.5	1.2	9	/	-1
O=C(C1CCC(CNS(=O)(=O)c2cccc3cccnc23)CC1)N1CCCC1 (configuration not stated)	0.3	2	34	-7	-5	-0.2	0.2	1	1.1	2
CN(CC(=O)Nc1ccccc1Cl)C(=O)c1cccc(S(=O)(=O)N2CCN(c3ccc(F)cc3)CC2)c1	-3.5	16	-3	-2	1	-0.1	2.8	4	0.9	26
C=CCS/C(=N\n1cnc2ccccc2c1=O)N1CCCCC1	-0.8	-2	4	/	3	i	-0.7	-2	/	1
Nc1c(Cl)cc(Cl)cc1C(=O)OCC(=O)NC1CC1	0.6	-106	-8	-11	2	0.4	124*	-3	/	4
O=C(c1cc2ccccc2oc1=O)N(Cc1cccc(Br)c1)C1CCS(=O)(=O)C1 (configuration not stated)	-0.8	11	6	-2	1	-0.3	0.3	-16	-1.4	10
O=C(NCCc1ccccc1)c1ccccc1NC(=O)C1CCCO1 (configuration not stated)	-0.6	1	21	-6	-2	2.0	-0.2	3	1.1	-4
O=C(CCN1CCN(c2ccccc2)CC1)Nc1ccc(Cl)cc1	-0.9	8	-3	-2	0	i	0.3	-1	/	8
COc1ccccc1OCC(=O)NC1CCCCCCC1	1.7	-6	/	-8	/	-1.4	-1.2	-5	-1.3	7
Cc1ccc([C@H]2C[C@H](O)[C@@H](n3cc(C4CC4)nn3)CN2C(=O)c2cccs2)cc1	-0.2	-2	/	/	/	i	/	1	0.8	16
O=C1CSc2ccc(C(=O)N3CCCCC3)cc2N1	-0.2	7	/	/	/	0.3	/	-9	1.6	2
COC(=O)[C@]1(Cc2ccccc2)N[C@H](CN(C)C(=O)Nc2ccc(OC)cc2)[C@@H]2C(=O)N(Cc3ccccc3)C(=O)[C@@H]21	-0.4	5	/	-3	/	i	3.0	0	0.2	20
O=[N+]([O-])c1ccc(-c2cn3ccccc3n2)cc1	0.5	-3	/	-3	/	-0.9	/	1	0.0	-4
OC(COCCOc1ccc(Br)cc1)CN1CCCCC1 (configuration not stated)	0.2	-6	3	-11	-3	-0.3	1.0	0	/	0
